Compound activity as filed in PubChem BioAssay.
EPAC1 antagonist: blocks human EPAC1 exchange factor; Potency, µM (highest dose often 115 µM), for inactives: top-dose activity change, negative = inhibition, most hits filed as inhibitors; actives 0.14% (n = 360,000); O95398; EPAC1 GEF assay, Rap1b-BODIPY-GDP exchange fluorescence;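 note: potency is the fitted concentration of half-maximal effect; plate controls were vehicle for no effect and positive control for full effect; nearly all actives have a fitted effect of over 50% in size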
PLK1 PBD inh: PLK1 (human) polo-box domain binding inhibition; Potency, µM, without a hit: max response, negative = inhibition, usual class: inhibitors; AID 720504; Plk1 PBD binding of FITC phosphopeptide, fluorescence polarization; P53350; actives 2.8% (n = 360,000); note: potency is the fitted concentration of half-maximal effect; series mostly up to about 57 µM; % is set by controls: 0 for no effect and ±100 for the full control effect; nearly all actives have a fitted effect of over 65% in size
EPAC1 ag: activates human EPAC1 exchange factor; actives 0.073% (n = 360,000); EPAC1 agonist qHTS, biochemical assay; response scale: 100% = response to 6.5 mM cAMP; Potency, µM (titrated, usually from 154 µM), inactives show at the top dose activation, usual class: activators; O95398; note: potency is the fitted concentration of half-maximal effect; nearly all actives have a fitted effect of over 60% in size
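EPAC1 100 nM, Rap1B–BODIPY-GDP 250 nM, unlabeled GDP 50 uM; compound titration; 5 min RT; kinetic read ex480/em540 at 5-min intervals ×30 min; data normalized to 6.5 mM cAMP agonist control.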
MmCpn inh: M. maripaludis TRiC chaperonin inhibition; actives 0.031% (n = 330,000); Potency, µM (top dose mostly 76.9 µM), without a hit: top-dose activity, negative = inhibition, most hits filed as inhibitors; purified Mm-Cpn ATPase, ADP Transcreener TR-FRET; note: potency is the fitted concentration of half-maximal effect; % is set by controls: 0 for no effect and ±100 for the full control effect; nearly all actives have a fitted effect of over 80% in size
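ATPase turnover read by TR-FRET ADP competition (Eu cryptate antibody/ADP-d2, 665/590 nm): 10uM ATP final, 25nM Mm-CPN final, 30 min 37degC after 10-min compound preincubation, pH 7.4 Tris/KCl/MgCl2/DTT buffer.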
WRN helicase inh: WRN helicase (human) inhibition; Q14191; WRN helicase unwinding, fluorescent forked duplex, kinetic; Potency, µM (highest dose often 114 µM), inactives show at the highest dose activity change, negative = inhibition, actives largely listed as inhibitors; actives 0.46% (n = 360,000); AID 651768; note: potency is the fitted concentration of half-maximal effect; % is set by controls: 0 for no effect and ±100 for the full control effect; nearly all actives have a fitted effect of over 55% in size
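WRN at 20 nM final was preincubated with compound for 15 min at room temperature; reaction started with 100 nM forked duplex oligonucleotide carrying fluorophore and quencher plus 2 mM ATP (final). Unwinding followed kinetically by red fluorescence (ex 525/em 598 nm).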
PI5P4K alpha inh: blocks human PI5P4K alpha kinase activity | max response, % | actives 1.2% (n = 330,000) | PI5P4Kalpha enzyme, ADP-Glo luminescence, 60 min; active compounds read low | P48426; active = max response of -50% or lower; inconclusive = between -30% and -50%; inactive = -30% or higher; note: value at the top dose of about 77 µM; % is set by controls: 0 for no effect and ±100 for the full control effect
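ADP-Glo luminescence end-point after a 60 min room-temperature kinase reaction. PI5P4Kalpha and substrate in HEPES pH 7.4 buffer with EGTA, 0.1% CHAPS and 5% DMSO; ATP at 5 microM final.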
CCT chaperon mod: changes cytosolic chaperonin activity; purified chaperonin ATPase assay, HTRF ADP detection, 30 min; actives 0.3% (n = 360,000); AID 651819; activity change, % (no concentration beside the values), hits read low; in the data active = activity change below about -30%; note: % is set by controls: 0 for no effect and ±100 for the full control effect
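Nucleotide hydrolysis assay: TRiC at 20–40 nM final (set by batch activity) with 10 uM ATP, 30 min at 37 °C, in presence of 76 uM compound. Detection by competitive ADP HTRF, 30 min ambient.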
EPAC2 antagonist: EPAC2 (human) antagonism | actives 0.18% (n = 360,000) | AID 720708 | Q8WZA2 | EPAC2 GEF exchange of Rap1B-BODIPY-GDP, fluorescence | Potency, µM (top dose mostly 114 µM), inactives show at the top dose activity, negative = inhibition, most hits filed as inhibitors; note: potency is the fitted concentration of half-maximal effect; % is set by controls: 0 for no effect and ±100 for the full control effect; nearly all actives have a fitted effect of over 45% in size; many of its hits are not listed in these tables
Target sequence (Q8WZA2 whole entry, looked up): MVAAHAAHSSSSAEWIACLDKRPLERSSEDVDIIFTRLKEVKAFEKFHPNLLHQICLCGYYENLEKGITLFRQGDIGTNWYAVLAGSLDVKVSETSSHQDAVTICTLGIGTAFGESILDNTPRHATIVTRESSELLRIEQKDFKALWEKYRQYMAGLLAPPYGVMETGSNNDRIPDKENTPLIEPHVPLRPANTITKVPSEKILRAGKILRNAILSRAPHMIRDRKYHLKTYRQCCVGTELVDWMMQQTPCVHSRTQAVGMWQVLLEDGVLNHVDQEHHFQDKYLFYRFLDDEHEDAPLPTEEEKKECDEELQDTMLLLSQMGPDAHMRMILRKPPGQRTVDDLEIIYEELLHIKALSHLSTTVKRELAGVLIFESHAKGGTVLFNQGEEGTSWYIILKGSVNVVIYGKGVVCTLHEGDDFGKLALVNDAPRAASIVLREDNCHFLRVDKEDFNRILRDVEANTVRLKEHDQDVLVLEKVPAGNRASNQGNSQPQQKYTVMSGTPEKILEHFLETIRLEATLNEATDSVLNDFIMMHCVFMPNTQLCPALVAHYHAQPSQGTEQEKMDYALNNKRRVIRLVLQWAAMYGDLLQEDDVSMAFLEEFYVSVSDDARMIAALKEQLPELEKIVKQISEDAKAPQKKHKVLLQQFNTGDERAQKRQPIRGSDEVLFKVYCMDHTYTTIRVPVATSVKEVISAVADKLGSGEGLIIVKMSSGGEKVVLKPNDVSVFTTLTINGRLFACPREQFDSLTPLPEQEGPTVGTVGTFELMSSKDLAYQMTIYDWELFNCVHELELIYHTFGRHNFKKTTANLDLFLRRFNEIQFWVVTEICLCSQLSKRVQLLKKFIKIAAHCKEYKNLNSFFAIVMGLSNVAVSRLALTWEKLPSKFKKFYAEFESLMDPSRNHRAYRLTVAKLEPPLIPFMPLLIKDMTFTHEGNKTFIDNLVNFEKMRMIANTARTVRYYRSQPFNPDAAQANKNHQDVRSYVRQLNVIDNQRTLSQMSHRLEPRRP
* hit, by the source's call; u = inconclusive; x = no result given; [ ] = dose if it differs, or a comment. Unless noted, calls come from the whole dose curve; as a rule, active = well fitted curve in the direction sought with a large enough effect; inconclusive = small, poorly fitted or top-dose-only effect, or another doubt; inactive = no such curve, though single readings can be large; an effect the other way counts as inactive or inconclusive. These rows are one share of the data; count on the stated rates, not on these rows.

Short keys: A = EPAC1 antagonist; B = PLK1 PBD inh; C = EPAC1 ag; D = MmCpn inh; E = WRN helicase inh; F = PI5P4K alpha inh; G = CCT chaperon mod; H = EPAC2 antagonist
1	N#C/C(=C\c1ccccc1)C(=O)NCc1ccc(F)cc1
  A: -1%; B: -11%; C: -3%; D: 2%; E: -12%; F: 8; G: -2.0; H: 4%

2	O=C(COc1ccc(Cl)cc1)N1CCN(C(=O)c2cccc(F)c2)CC1
  A: 12%; B: 3%; C: -1%; D: -2%; E: 0%; F: -1; G: -0.6; H: 13%

3	Cc1cc(C)c2[nH]c(C(=O)Nc3ccc(F)cc3Br)cc2c1
  A: u; B: -21%; C: -7%; D: -18%; E: -4%; F: -24; G: -1.1; H: 1%

4	Cc1c(C(=O)N2CCOCC2)c(S(=O)(=O)Nc2ccccc2)c(C)n1C
  A: -1%; B: 4%; C: -18%; D: 0%; E: 3%; F: 1; G: -53*; H: 14%

5	Cn1c(=O)n(C)c2cc([N+](=O)[O-])c(N3CCN(C(=O)c4cccc(Cl)c4)CC3)cc21
  A: -10%; B: -2%; C: 3%; D: -2%; E: -21%; F: 3; G: 0.7; H: -10%

6	Cc1csc(CN(C)C(=O)C2CCC(=O)N(CCN(C)C)C2)n1 (stereo not drawn)
  A: -3%; B: 1%; C: 1%; D: 0%; E: 4%; F: -6; G: -1.0; H: 9%

7	CCn1nc(NC(C)=O)c2cc3cccc(C)c3nc21
  A: 6%; B: -23%; C: 7%; D: 1%; E: -7%; F: 5; G: 1.5; H: -6%

8	Cc1cc(CNC(=O)c2ccc3c(c2)OCO3)c2ccccc2n1
  A: 6%; B: -9%; C: 4%; D: -1%; E: -9%; F: 7; G: 0.8; H: -9%

9	CCc1nc2c(OCCOc3ccc(F)cc3)cccn2c1N(C)C(=O)c1ccc(OC)cc1
  A: -9%; B: -7%; C: -7%; D: x; E: -10%; F: -21; G: -17; H: u

10	COc1cc(/C=N/NC(=O)C(=O)NCc2ccco2)cc(Cl)c1O
  A: 7%; B: -5%; C: 5%; D: -5%; E: -6%; F: -19; G: -0.8; H: 4%

11	CCn1c(SCC(=O)Nc2nnc(C)s2)nc2c(c1=O)SC(C)C2 (stereo not drawn)
  A: -7%; B: -18%; C: 1%; D: 1%; E: -2%; F: -4; G: -4.1; H: 3%

12	Cc1c(C(=O)N2CCOCC2)c(S(=O)(=O)Nc2ccc(C(C)C)cc2)c(C)n1C
  A: -21%; B: 27µM*; C: 1%; D: -2%; E: -1%; F: -16; G: -1.4; H: -1%

13	COc1ccccc1CNC(=O)C1CCN(S(=O)(=O)c2ccc(N3CCCC3=O)cc2)CC1
  A: 12%; B: -2%; C: -10%; D: 1%; E: -5%; F: 4; G: -0.9; H: 4%

14	O=C(NC1CCCC1)c1cc(S(=O)(=O)N2CCCC2)ccc1Cl
  A: -10%; B: -8%; C: -15%; D: 2%; E: -12%; F: -7; G: -5.1; H: -3%

15	CCCCN=Cc1sc2ccc(OCC)cc2c1O
  A: 0%; B: 27µM*; C: 4%; D: -6%; E: 3%; F: 1; G: 1.4; H: 1%

16	O=C(CCC1N=C2c3ccccc3N=C(SCC(=O)NCc3ccco3)N2C1=O)NCc1ccco1 (stereo not drawn)
  A: u; B: u; C: 4%; D: 2%; E: u; F: -17; G: -1.2; H: 11%

17	C=CCSc1nc(O)c(C2OC(=O)c3c2ccc(OC)c3OC)c(=O)n1-c1ccccc1 (stereo not drawn)
  A: -9%; B: -10%; C: -3%; D: 0%; E: -7%; F: 4; G: 2.4; H: -12%

18	COc1cc(S(=O)(=O)Nc2ccncc2)ccc1F
  A: 4%; B: -13%; C: 12%; D: 2%; E: 3%; F: 1; G: -3.5; H: 5%

19	Nc1ccc(C(=O)NC2CCSc3ccccc32)cc1[N+](=O)[O-] (stereo not drawn)
  A: -22%; B: -9%; C: 12%; D: 1%; E: -3%; F: 0; G: -2.5; H: -10%

20	COC(=O)c1[nH]c2ccc(C)cc2c1NC(=O)CN1CCN(c2ccccc2)CC1
  A: -3%; B: 3%; C: 18%; D: 1%; E: -9%; F: 0; G: 1.0; H: -16%

21	O=C(COC(=O)c1ccccn1)Nc1cccnc1Cl
  A: 5%; B: -5%; C: 2%; D: -1%; E: -5%; F: -5; G: -2.0; H: 10%

22	Cc1cccc(C)c1OCCCN1CCOCC1
  A: -4%; B: -4%; C: 5%; D: 1%; E: -9%; F: 5; G: -3.7; H: -2%

23	COC(=O)COc1cccc2c(=O)n(CC(=O)NCc3ccccc3)ccc12
  A: -8%; B: 2%; C: -5%; D: 1%; E: -8%; F: 6; G: -3.0; H: 5%

24	CC(C)(C)NC(=O)c1cc(NC(=O)c2ccco2)cc(NC(=O)c2ccco2)c1
  A: -10%; B: -15%; C: 4%; D: 0%; E: -3%; F: -4; G: 0.0; H: -1%

25	COc1ccc(NC(=O)CN2CCN(CC(=O)Nc3ccc(OC)cc3)CC2)cc1
  A: -7%; B: 4%; C: 3%; D: -1%; E: 4%; F: -5; G: -1.1; H: 3%

26	O=C(Nc1nnc(C2CC2)s1)C1Cc2ccccc2CN1C(=O)c1ccco1 (stereo not drawn)
  A: 5%; B: 27µM*; C: -2%; D: 0%; E: -5%; F: u; G: 1.5; H: 4%

27	Cc1cccc(C(C(=O)NC2CCCC2)N(C(=O)c2csnn2)C2CCCC2)c1 (stereo not drawn)
  A: 9%; B: -1%; C: -5%; D: -1%; E: 7%; F: -4; G: 1.5; H: 2%

28	CCc1nc2ccc(C(=O)NCCOc3ccc(OC)cc3)cn2c1N(CC)CCN(C)C
  A: 7%; B: 2%; C: -13%; D: x; E: 2%; F: 5; G: -1.7; H: 29%

29	S=c1[nH]c2ccccc2n1CCOc1ccccc1
  A: -9%; B: 19µM*; C: 10%; D: -4%; E: 7%; F: -1; G: -1.6; H: -17%

30	CCc1nc(Nc2ccc(NC(C)=O)cc2)c2oc3ccccc3c2n1
  A: 1%; B: 4%; C: -11%; D: -2%; E: -1%; F: -7; G: 0.4; H: -2%

31	O=C(O)CCN1C(=O)c2ccc(NC(=O)c3ccco3)cc2C1=O
  A: -7%; B: 3%; C: 8%; D: 0%; E: -7%; F: 4; G: -3.1; H: 3%

32	C=CCSc1ncc(C#N)c(N)n1
  A: -2%; B: -1%; C: 1%; D: 2%; E: -5%; F: x; G: -0.6; H: 3%

33	CCOc1ccccc1NC(=O)N1CCCC1C(=O)Nc1nnc(CC)s1 (stereo not drawn)
  A: -4%; B: -10%; C: 0%; D: 2%; E: 7%; F: 1; G: -0.1; H: -4%

34	N#Cc1ccc(CN2CCN(C(=O)CNC(=O)Cc3cccc4ccccc34)CC2)cc1
  A: -2%; B: -6%; C: 1%; D: -3%; E: 7%; F: 2; G: -3.8; H: -1%

35	COc1ccc2[nH]c3c(c2c1)CCN1C(=O)C(CC(=O)NCCc2ccccn2)C[C@H](C(=O)N2CCOCC2)[C@@]31C (stereo partly drawn)
  A: -5%; B: -3%; C: -1%; D: -1%; E: 6%; F: -2; G: 1.3; H: -6%

36	COc1cc(C)c(/C=C(\C#N)C(=O)Nc2cccc(C)c2)cc1C(C)C
  A: -15%; B: -4%; C: 5%; D: 0%; E: -6%; F: 15; G: 0.1; H: -20%

37	Cc1cc(Cl)ccc1N(CC(=O)N=Nc1c(O)[nH]c2ccccc12)S(C)(=O)=O
  A: -29%; B: -10%; C: 12%; D: 0%; E: -12%; F: x; G: -3.0; H: -18%

38	COCCCn1c(SCC(=O)N(C)C)nnc1-c1ccccc1
  A: -1%; B: -7%; C: 8%; D: -2%; E: -2%; F: x; G: -1.5; H: 1%

39	CCn1c(Cc2ccc(OC)cc2)nc2ccccc21
  A: -25%; B: -16%; C: -12%; D: 1%; E: -10%; F: 3; G: 0.2; H: -9%

40	Cn1c(Cn2cnc(Cl)c2Cl)nc2ccccc21
  A: -3%; B: -1%; C: 7%; D: 1%; E: -3%; F: -10; G: -0.5; H: -26%[57.1 µM]

41	Cn1c(SCC(=O)NC2CCCCC2)nnc1-c1cc2ccccc2o1
  A: 12%; B: -1%; C: 0%; D: 0%; E: -8%; F: 1; G: 0.2; H: 2%

42	O=C(CCNS(=O)(=O)c1ccc(Br)cc1)NCc1ccc2c(c1)OCO2
  A: -3%; B: -5%; C: 1%; D: 3%; E: 0%; F: x; G: -7.1; H: -5%

43	Cc1ccc(C(=O)OCC(=O)Nc2cccc(Cl)c2C)c(O)c1
  A: -12%; B: -1%; C: 10%; D: -2%; E: -3%; F: 0; G: 0.6; H: -2%

44	Cc1cc(N2CCN(c3ccccc3F)CC2)nc2cc(O)ccc12
  A: -12%; B: 5%; C: 3%; D: -3%; E: -16%; F: 8; G: -2.0; H: -3%

45	COCCN(C(=S)Nc1cccc(Cl)c1C)C(C)c1ccco1 (stereo not drawn)
  A: -24%; B: -7%; C: 22%; D: 0%; E: -9%; F: 1; G: 0.7; H: -14%

46	CC(C)(C)OC(=O)N1CCC(Cc2cc(-c3cccc(Br)c3)no2)(C(=O)O)CC1
  A: -5%; B: -6%; C: -24%; D: -2%; E: 2%; F: -5; G: 2.1; H: 3%

47	CCCn1c(-c2cccnc2Cl)nc2cc(Cl)c(Cl)cc21
  A: 3%; B: 1%; C: -1%; D: -1%; E: 1%; F: x; G: 3.5; H: -3%

48	CCNC(=S)N1CCN(CCN2C(=O)c3cccc4cccc(c34)C2=O)CC1
  A: -4%; B: -5%; C: 2%; D: 4%; E: -7%; F: -5; G: 0.2; H: -6%
